# From PubChem
# CRFBP-R2 agonist: agonists of CRF-BP/CRF-R2 complex, primary screen, cell-based, HEK293, calcium dye fluorescence, uHTS; calcium dye fluorescence (FLIPR); percent of saturating CRF peptide response; activation, % at 13.2 µM; CRF-binding protein / CRF receptor 2 complex (human); 350,000 tested, 0.46% active;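 active means activation of at least 50%, plus an integration ratio under a set limit after plate pattern correction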;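 further: plate controls were neutral control wells without compound for no effect and CRF at EC100 for full effect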
# GalR3 antag: GalR3 antagonists in HEK293 cells, primary screen, cell-based, fluorescence readout | Galanin receptor type 3 (Homo sapiens), O60755 | inhibition, % at 3 µM | HEK293 GalR3-CNG cAMP membrane potential fluorescence; galR3 body fused to GalR1 C-terminus | 360,000 tested, 0.44% active;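 active means inhibition above the screen-wide average plus 3 SD, cut at about 13% in these data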;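 further: forskolin and galanin both at EC90 stimulate the cells; cAMP rise reported by CNG channel membrane potential dye signal; 0% = forskolin plus galanin with DMSO and 100% = forskolin alone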
# CRFR2-BP antag: antagonists of CRF-BP/CRF-R2 complex, primary screen, cell-based, HEK293, calcium dye fluorescence, uHTS. CRF-induced calcium fluorescence. 350,000 tested, 0.59% active. inhibition, % at 11.8 µM;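 active means inhibition of the ligand-induced calcium signal above about 50% at the single tested concentration, limit read from the data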
# IDE cell inh: human IDE inhibitors in live cells, primary screen, fluorescence polarization, HEK cells, FAbetaB substrate. Insulin-degrading enzyme (Homo sapiens), P14735. inhibition, % at 5.59 µM. 320,000 tested, 0.41% active. FAbetaB cleavage. AID 434962, 2010;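 active means percent inhibition above the average of all tested compounds plus 3 SD, set per screening campaign, cut at about 16% in these data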;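 further: IDE supplied by intact live HEK cells; FP after avidin binding of uncleaved biotin substrate so inhibition keeps polarization high; 0% = DMSO wells and 100% = 60 µM reference IDE inhibitor Ii1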
# M4 PAM: human M4 muscarinic receptor positive allosteric modulators, primary screen, CHO-K1 cells, Fluo-8 calcium fluorescence; 360,000 tested, 0.4% active; activation, % at 3 µM; CHO-K1 hM4/Gqi5, ACh EC20; 0% = ACh EC20, 100% = maximal ACh; Muscarinic acetylcholine receptor M4 (Homo sapiens), P08173;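 active means activation above its plate's cutoff, the mean activation of sample wells plus 3 SD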; further: some results filed as inactive read as strong as hits
# pCIP destab: p/CIP-EGFP fusion destabilizers, primary screen, fluorescence, F442A cells; 16 h; 290,000 tested, 0.01% active; decrease of EGFP signal, % at 10 µM;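 active means EGFP signal decrease of at least 30% at 10 µM or well 3 SD below plate mean, unless failing retest; inactive means the rest, including hits failing retest or dose response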; further: some compounds called inactive have numbers as strong as hits; many of its hits are not listed in these tables
# MEKK3 PB1 HTS: modulators of MEKK3-MEK5 PB1 binding, primary screen, biochemical, wildtype MEKK3, multiplex bead flow cytometry, Alexa488-MEK5; Mitogen-activated protein kinase kinase kinase 3 (Homo sapiens), Q99759; bead-based flow cytometry, Alexa488-MEK5 binding to MEKK3; actives lie on both sides; 0 = blocked by unlabeled MEK5, 100 = vehicle; binding response (% of control), % at 10 µM; 290,000 tested, 1.4% active; AID 1529, 2009;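 active means binding response more than 3 SD above or below the average of its plate-row segment, actives on both sides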;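 further: Alexa488 bead fluorescence after subtracting the streptavidin-only scavenger bead signal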
# Target sequence (Q99759 whole entry, looked up): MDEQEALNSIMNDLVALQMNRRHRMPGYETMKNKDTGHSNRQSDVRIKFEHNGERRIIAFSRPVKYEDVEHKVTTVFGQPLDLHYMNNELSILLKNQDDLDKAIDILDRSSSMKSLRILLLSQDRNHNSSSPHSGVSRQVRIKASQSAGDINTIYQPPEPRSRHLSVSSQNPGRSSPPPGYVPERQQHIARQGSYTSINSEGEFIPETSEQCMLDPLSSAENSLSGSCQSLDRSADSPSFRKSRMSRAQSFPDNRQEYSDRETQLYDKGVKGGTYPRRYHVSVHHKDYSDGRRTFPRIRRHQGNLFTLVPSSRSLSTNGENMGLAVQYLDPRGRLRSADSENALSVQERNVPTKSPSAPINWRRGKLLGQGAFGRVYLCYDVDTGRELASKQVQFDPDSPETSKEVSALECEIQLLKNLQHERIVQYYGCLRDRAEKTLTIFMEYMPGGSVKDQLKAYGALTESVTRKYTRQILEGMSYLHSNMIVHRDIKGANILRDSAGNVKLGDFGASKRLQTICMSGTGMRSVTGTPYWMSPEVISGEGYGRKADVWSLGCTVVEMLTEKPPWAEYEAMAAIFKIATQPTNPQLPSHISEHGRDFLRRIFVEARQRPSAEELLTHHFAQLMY
# PHOSPHO1 inh: PubChem AID 1565; recombinant PHOSPHO1, absorbance phosphatase assay; Phosphoethanolamine/phosphocholine phosphatase (Homo sapiens), Q8TCT1; inhibition, % at 13.3 µM; 290,000 tested, 1.1% active; in the data active means inhibition above about 60%
# Target sequence (Q8TCT1 whole entry, looked up): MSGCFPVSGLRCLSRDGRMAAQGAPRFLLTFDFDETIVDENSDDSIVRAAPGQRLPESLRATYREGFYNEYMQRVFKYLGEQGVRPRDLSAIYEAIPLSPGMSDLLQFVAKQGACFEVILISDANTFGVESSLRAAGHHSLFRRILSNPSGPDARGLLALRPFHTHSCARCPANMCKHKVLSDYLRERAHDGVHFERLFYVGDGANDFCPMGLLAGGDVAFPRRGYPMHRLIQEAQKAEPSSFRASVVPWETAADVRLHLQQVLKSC
# IDE act: human IDE activators in live cells, primary screen, fluorescence polarization, HEK cells, FAbeta-B substrate | 340,000 tested, 0.073% active | Insulin-degrading enzyme (Homo sapiens), P14735 | FAbeta-B cleavage; 0% vehicle, 100% cell-free pure enzyme wells | activation, % at 5.96 µM;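 active means activation above the mean of all tested compounds plus 3 SD, set per screening campaign, cut at about 17% in these data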
# * hit, by the source's call; x = not tested or not shown; & = joins results of further samples; [ ] = dose if it differs, or a comment.
SMILES,CRFBP-R2 agonist,GalR3 antag,CRFR2-BP antag,IDE cell inh,M4 PAM,pCIP destab,MEKK3 PB1 HTS,PHOSPHO1 inh,IDE act
Cc1cccc(C)c1NC(=O)NNC(=O)c1cc(C(C)(C)C)nn1Cc1ccccc1,-6.2,-3.5,3.2,6.2,9.7,-0.8,90.0,20.3,4.6
CCOC(=O)c1c(C)n(C(=O)c2ccco2)c(=O)n1C(=O)c1ccco1,-1.4,-3.8,9.0,0.2,-2.5,-7.2,99.0,12.5,1.6
CCn1c(/C(C#N)=C(\O)CCc2ccccc2)nc2ccccc21,2.0,-4.6,-22.3,-2.2,4.5,0.0,99.0,-26.6,3.5
Cc1ccc(C2Nc3ccccc3NC3=C2C(=O)CC(C)(C)C3)c(O)c1 (stereo unspecified),45.2,-9.8,-18.3,-5.0,-3.7,-4.9,95.0,34.3,-3.5
Cc1cccc(NC(=O)Cn2c(O)c(N=NC(=O)c3ccncc3)c3ccccc32)c1,-0.5,4.6,-4.2,-1.5,1.3,6.4,95.0,16.1,7.0
Cc1cc(-c2nnc(CCC(=O)NCc3cccc(C(F)(F)F)c3)o2)no1,1.0,0.8,-13.2,2.7,1.1,9.9,96.0,18.1,8.6
CC(=O)Nc1ccc(NC(=O)CCCNC(=O)c2ccc(Cl)cc2)cc1,-0.8,-7.0,0.2,-0.7,1.2,-8.2,100.0,27.5,2.7
O=C(CCC(=O)Nc1ccccc1)NNC(=O)C(c1ccccc1)c1ccccc1,-3.9,-0.9,10.2,-0.4,3.1,0.3,79.0,-7.9,8.1
CCOc1ccc(C(=O)Nc2ccc(-c3cc4ccccc4oc3=O)c(C)c2)cc1[N+](=O)[O-],-1.0,-3.0,-2.7,0.2,-2.4,-6.1,92.0,-4.0,-6.7
CC1CCC2(CC1)NC(=O)N(CC(=O)Nc1ccccc1-c1ccccc1)C2=O (stereo unspecified),2.3,-7.7,-51.8,4.8,-1.9,1.8,118.0,-3.9,7.4
COCCCn1cnc2c(c1=O)c1nc3ccccc3nc1n2-c1ccc(C)cc1,-5.1,-0.1,9.6,3.7,2.6,-2.2,94.0,-23.4,2.6
O=C(c1ccc(CS(=O)Cc2ccccc2Cl)o1)N1CCN(C2CCCCC2)CC1 (stereo unspecified),1.0,1.1,-7.5,-0.4,4.8,3.3,95.0,24.2,0.9
CN(C)C(CNc1ncnc2sccc12)c1ccccc1 (stereo unspecified),-1.1,-7.3,-13.6,-2.2,-9.0,6.7,102.0,-5.1,5.3
COC(=O)C(c1ccccc1)C(CC(=O)c1ccccc1)c1ccccc1 (stereo unspecified),-3.3,-7.2,48.5,x,-5.8,x,x,x,x
C=CC[C@H](CC(=O)N(CCO)Cc1ccccc1)C(=O)NCCOC(=O)[C@@H](CC=C)Cc1ccc(F)cc1,-4.8,-6.7,6.3,-1.6,-8.2,x,x,x,3.1
c1ccc(COc2ccccc2CNc2nn[nH]n2)cc1,-1.2,-4.3,-7.8,-0.3,5.4,-3.4,67.0*[inhibitor],16.3,0.2
COc1ccc([C@H]2CC(=O)C=C(c3cc(C=O)ccc3OC)C2)cc1OC,-2.3,-1.7,12.0,-3.8,-3.0,x,x,x,3.0
O=C(c1ccc2c(c1)C(=O)N(Cc1ccco1)C2=O)N1CCOCC1,1.4,-6.9,3.4,-2.2,7.8,-3.0,97.0,21.6,-5.8
CCOc1cc(NC(=S)NCCCN2CCOCC2)c(OCC)cc1NC(=O)c1ccccc1C,-3.1,0.9,13.5,0.1,5.9,-3.7,78.0,36.7,5.7
CCOC(=O)c1ccc(NC(=O)c2nc[nH]c2C(=O)NCCNC(=O)c2[nH]cnc2C(=O)Nc2ccc(C(=O)OCC)cc2)cc1,0.1,9.4,8.3,6.1,-1.2,x,x,x,4.4
CCOc1ccc2nc(SCC(=O)Nc3cc(C)on3)c(C)cc2c1,-0.2,-8.3,-20.8,3.5,-0.9,-16.3,95.0,-143.6,3.0
COc1ccccc1CN(Cc1cc2c(C)ccc(C)c2[nH]c1=O)Cc1nnnn1Cc1ccco1,6.6,-1.5,-10.4,-0.2,-6.5,-16.7,102.0,20.1,-1.6
COCc1[nH][nH]c(=O)c1C=Nc1ccc(Oc2ccccc2)cc1,-2.6,-6.6,5.3,6.7,0.7,10.0,101.0,21.4,2.1
CCN(CC)CC(O)CNc1ccnc2c(Cl)ccc(Cl)c12 (stereo unspecified),-0.9,-7.1,-10.1,x,-2.8,x,x,x,0.3
CC(=O)c1ccc(S(=O)(=O)N2CCN(C(=O)CSc3ccc(C)c(C)c3)CC2)cc1,-0.4,-10.0,-0.2,-0.2,-15.7,-17.8,100.0,49.5,-2.7
Cc1nc(SCC(=O)NC(C)(C)C)c2c(-c3cccs3)csc2n1,-1.3,-2.4,11.2,3.3,5.6,-12.4,104.0,12.1,4.6
C#CCOCCOCCOCCNc1nc(N2CCN(C(=O)[C@H](C)n3cc(CCCN=C(N)N)nn3)CC2)nc(N2CCN(C(=O)[C@H](Cc3ccc(O)cc3)n3cc(CCO)nn3)CC2)n1,x,x,x,-5.4,x,5.6,100.0,18.2,x
Cc1cc(NC(=O)CCC(=O)N(c2ccccc2)C(C(=O)NC2CCCC2)c2ccccc2)no1 (stereo unspecified),-2.3,-0.3,6.8,4.3,-1.4,-2.9,113.0,-3.5,0.9
COc1ccc(C(=O)Nc2cnc3ccccn3c2=O)cc1,-1.4,-0.2,7.3,-1.4,-9.5,-4.6,90.0,51.4,5.8
COc1cc(NC(=O)c2sc3ncn(CC(=O)N4CCC(C)CC4)c(=O)c3c2C)cc(OC)c1OC,0.7,3.2,-10.7,7.8,-6.1,-15.9,108.0,30.7,-0.3
O=C1Nc2ccc(S(=O)(=O)N3CCCC3)c3ccc(S(=O)(=O)N4CCCC4)c1c23,0.1,-1.1,-1.7,0.0,10.6,-1.8,102.0,-10.9,-0.6
COc1ccc(N2CC(O)=C(c3nc(C)cs3)C2=N)cc1,0.9,0.7,-17.1,0.0,0.9,-5.2,76.0,16.8,0.5
CC1(C)CC(=O)C2=C(C1)OC(=O)C2(NC(=O)c1cccs1)C(F)(F)F (stereo unspecified),-0.1,1.9,-2.3,-3.4,7.1,-3.5,100.0,-24.7,3.7
O=C(N/N=C/c1cc(Cl)cc([N+](=O)[O-])c1O)C(O)(c1ccccc1)c1ccccc1,7.0,-7.8,12.2,4.8,-3.3,-0.5,104.0,4.6,2.9
CCOC(=O)C1CCN(S(=O)(=O)c2ccc(C)c(C)c2)CC1,-1.8,0.4,23.8,-4.4,-3.1,-11.4,100.0,-1.1,1.4
CCc1ccc(NC(=O)NC(C)c2ccc3c(c2)OCO3)cc1 (stereo unspecified),-3.5,0.7,13.9,3.7,3.4,-2.8,104.0,27.4,0.1
CCC(Sc1nc(C)cc(=O)[nH]1)C(=O)Nc1nc2c(s1)CCCC2 (stereo unspecified),-1.4,-3.7,6.3,0.3,15.5,1.5,106.0,46.6,-1.9
O=C(O)c1ccc(/C=C2\SC(=S)N(NC(=O)c3ccccc3[N+](=O)[O-])C2=O)cc1,-3.3,-4.1,4.2,x,-1.5,-3.7,110.0,37.1,2.7
Cc1ccc(NC(=O)Nc2ccc(F)cc2F)c(OC(F)F)c1,-0.4,-7.0,0.5,2.1,-4.8,-10.4,91.0,13.2,6.8
CCN1CCN(c2nc(-c3ccccc3)c3ccccc3n2)CC1,-0.8,-6.5,3.1,-1.2,-14.4,-0.9,103.0,36.2,-2.2
COc1ccc(OCc2nnc(SCC(=O)c3c(N)n(C)c(=O)n(C)c3=O)n2-c2ccccc2F)cc1,x,x,x,1.8,x,2.5,101.0,17.0,x
O=C(NCc1ccc(OC(F)(F)F)cc1)C1CC(c2ccc(C(F)(F)F)cc2)=NO1 (stereo unspecified),0.3,-6.6,-0.7,-1.1,-0.2,x,91.0,x,-5.9
CC(=O)N1N=C(c2ccco2)CC1c1ccc(Br)cc1 (stereo unspecified),-0.4,-3.6,-7.9,-0.8,-0.4,-6.6,99.0,-11.4,6.8
O=C(NC(Cc1c[nH]c2ccccc12)C(=O)O)/C(=C/c1ccco1)NC(=O)c1ccccc1 (stereo unspecified),3.4,2.3,10.1,4.5,4.6,19.3,101.0,-81.3,2.6
COc1ccc([C@@H]2COc3c(ccc4c3C=CC(C)(C)O4)C2)c(OC)c1,6.7,-2.6,-3.9,0.3,-0.8,x,106.0,x,3.9
Cc1ccc(CCNC(=O)C2CC(c3cc(C(F)(F)F)cc(C(F)(F)F)c3)=NO2)cc1 (stereo unspecified),6.0,-4.4,-12.2,3.3,4.6,-4.0,103.0,22.1,0.7
Cc1ccc(C(=O)N2CC(=O)NC(=O)C2)cc1,-1.2,-7.5,0.3,8.1,3.4,-1.5,100.0,-33.3,-2.7
CC1=NNC(=O)/C1=C\c1cn(-c2ccccc2)nc1-c1ccc(Cl)cc1,26.2,21.4*,-30.9,2.5,8.3,-16.0,103.0,17.7,-0.3
Cc1cc(N)n(-c2ccc(C(=O)O)cc2)n1,-0.9,-2.5,16.1,-0.9,10.8,-7.1,99.0,41.1,11.5
O=S(=O)(Nc1nccs1)c1ccc(NCc2cc(Br)cc(Br)c2O)cc1,-0.4,-4.8,-3.9,0.4,-6.9,-3.0,100.0,10.5,2.6

# Filtered by structure, the entries above containing a nitro group on carbon.
SMILES,CRFBP-R2 agonist,GalR3 antag,CRFR2-BP antag,IDE cell inh,M4 PAM,pCIP destab,MEKK3 PB1 HTS,PHOSPHO1 inh,IDE act
CCOc1ccc(C(=O)Nc2ccc(-c3cc4ccccc4oc3=O)c(C)c2)cc1[N+](=O)[O-],-1.0,-3.0,-2.7,0.2,-2.4,-6.1,92.0,-4.0,-6.7
O=C(N/N=C/c1cc(Cl)cc([N+](=O)[O-])c1O)C(O)(c1ccccc1)c1ccccc1,7.0,-7.8,12.2,4.8,-3.3,-0.5,104.0,4.6,2.9
O=C(O)c1ccc(/C=C2\SC(=S)N(NC(=O)c3ccccc3[N+](=O)[O-])C2=O)cc1,-3.3,-4.1,4.2,x,-1.5,-3.7,110.0,37.1,2.7

# (cont.)
SMILES,CRFBP-R2 agonist,GalR3 antag,CRFR2-BP antag,IDE cell inh,M4 PAM,pCIP destab,MEKK3 PB1 HTS,PHOSPHO1 inh,IDE act
CC(=O)OCC1=C(C(=O)O)N2C(=O)[C@@H](NC(=O)Cc3cccs3)[C@H]2SC1,0.6,-5.8,0.0,2.4,-1.2,-6.9,97.0&96.0,-3.8,-0.3
CCCOc1ccc(OCCCCNC(C)CC)cc1 (stereo unspecified),-0.7,-3.8,-0.5,5.3,-8.6,-5.2,100.0,8.5,0.5
COc1cccc(C2c3[nH]c4ccccc4c3CCN2C(=O)c2ccccc2F)c1OC (stereo unspecified),-0.6,-4.8,-13.4,-0.1,-6.4,5.0,74.0,35.7,-4.3
CN(C)CCOc1ccc(Cl)cc1C(C)(C)C,4.1,-5.4,-31.2,-1.9,-7.7,14.0,92.0,-13.1,1.8
